Bioassay records (PubChem BioAssay)
Tb PFK inh – T. brucei PFK enzyme inhibition; O15648; Potency, µM (series often up to 57.5 µM), for the others: at the highest dose activity, negative = inhibition, most hits filed as inhibitors; 330,000 compounds, 0.17% hits; T. brucei PFK, ADP-Glo luminescence;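 also: potency is read from the fitted curve at half-maximal effect; 0% = uninhibited 1x PFK enzyme wells and -100% = no-enzyme wells; nearly all actives have a fitted effect of over 60% in size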
Target sequence (O15648 whole entry, looked up): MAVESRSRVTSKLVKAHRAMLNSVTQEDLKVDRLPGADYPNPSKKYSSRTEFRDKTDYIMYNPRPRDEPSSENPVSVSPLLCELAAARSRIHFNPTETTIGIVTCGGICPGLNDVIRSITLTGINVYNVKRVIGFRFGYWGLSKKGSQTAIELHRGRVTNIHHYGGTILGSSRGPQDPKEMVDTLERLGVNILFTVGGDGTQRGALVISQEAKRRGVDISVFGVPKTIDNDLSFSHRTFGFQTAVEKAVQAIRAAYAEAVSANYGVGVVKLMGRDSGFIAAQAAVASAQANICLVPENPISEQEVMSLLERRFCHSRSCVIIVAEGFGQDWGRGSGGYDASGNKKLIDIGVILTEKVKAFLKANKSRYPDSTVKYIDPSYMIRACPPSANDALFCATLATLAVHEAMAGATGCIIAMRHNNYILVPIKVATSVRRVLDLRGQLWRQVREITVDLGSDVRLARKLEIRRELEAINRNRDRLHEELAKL
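Activity is normalized to no-enzyme wells (full inhibition) and 1.25 nM enzyme wells (no inhibition). Reaction: 0.5 mM F6P, 0.1 mM ATP, 45 min RT, ADP-Glo luminescence; concentration-response curves fitted and classed by quality.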
ASM inhibitor – blocks human secretory acid sphingomyelinase. placental ASM, HMU-PC fluorogenic substrate, 60 min. P17405. Potency, µM (top dose mostly 57.5 µM), without a hit: top-dose activity change, negative = inhibition, usual class: inhibitors. AID 504937. 340,000 compounds, 0.006% hits; also: potency is read from the fitted curve at half-maximal effect
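Human placenta-derived ASM preincubated with compound 10 min at room temperature, then reacted with 9 uM (final) fluorogenic HMU-PC substrate for 60 min at 37 C. Stop solution raises pH to 10; fluorescence read at Ex 386/Em 447 nm.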
Mito fusion act – inhibitors of mitochondrial division or activators of mitochondrial fusion; S. cerevisiae fusion-defective mutant growth rescue, CellTiterGlo 48 h; Potency, µM (series often up to 46.1 µM), for the others: top-dose growth rescue (activation), hits mostly activators; 320,000 compounds, 0.23% hits; AID 485298;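 also: potency is read from the fitted curve at half-maximal effect; % of control where 0% means no effect; nearly all actives have a fitted effect of over 45% in size; temperature-sensitive fusion mutants such as fzo1-1 at 37 °C on non-fermentable ethanol glycerol medium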
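Compounds are tested for their ability to restore growth of mitochondrial fusion-defective yeast strains at non-permissive 37C in YPEG medium over 48 hours. Viability is quantified by luciferase luminescence.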
TSHR antag – antagonists of human thyroid stimulating hormone receptor. TSHR-expressing cells, TSH-stimulated cAMP HTRF, 2 h; hits give low values. activity change, negative = inhibition, % at 11.5 µM. P16473. 330,000 compounds, 0.2% hits. AID 504810;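 active = activity change below a set negative limit, meaning inhibition stronger than a set level, cut at about -70% in these data; inconclusive = activity change between two set negative limits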; also: % is scaled to controls: 0 for no effect and ±100 for the full control effect
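Freshly harvested TSHR cells receive pin-tooled compound, then EC80 TSH at 4nM final. After 2 hours at 37 deg C, antibody in lysis buffer and cAMP-d2 are added; 30 minutes at ambient temperature precede the HTRF read.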
a7 integrin act – activates integrin-mediated alleviation for muscular dystrophy; alpha7betagal myoblasts, beta-gal FDG fluorescence, 48 h; Potency, µM (series often up to 38.3 µM), without a hit: at the highest dose activation, usual class: activators; 350,000 compounds, 0.064% hits; AID 624291;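 also: potency is read from the fitted curve at half-maximal effect; 100% = response of the positive control SU9516; nearly all actives have a fitted effect of over 60% in size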
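Alpha7betagal+/- myoblasts (passage 13) were plated 16-24 hr, then exposed to compounds (1:260 dilution of DMSO stock) for 48 hours at 37C. After MPER lysis, β-galactosidase reporter activity was read as FDG fluorescence (ex 480/em 540) after 30 minutes.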
ELG1 repair inh – inhibitors of ELG1-dependent DNA repair in HEK293T cells. HEK293T ELG1-luciferase reporter, luminescence, 16 h; DNA damage induced by 5-fluorouridine. Potency, µM (top dose mostly 46.1 µM), for inactives: at the top dose activity change, negative = inhibition, most hits filed as inhibitors. 330,000 compounds, 2.3% hits. AID 504467; also: potency is read from the fitted curve at half-maximal effect; % is scaled to controls: 0 for no effect and ±100 for the full control effect; nearly all actives have a fitted effect of over 55% in size
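5-Fluorouridine DNA damage + compound/DMSO, 2,000 cells/well, 16 h, 37 °C/5% CO2. ONE-Glo, 30 min RT, luminescence. Readout = decrease in reporter signal.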
TCR activator – activators of T cell receptors; primary human leukocytes, anti-CD3, IL-2 HTRF, 48 h; Potency, µM (doses to about 9.22 µM), for inactives: at the top dose activation of IL-2 secretion, usual class: activators; 330,000 tested, under 10 active; AID 504894; also: % of control where 0% means no effect
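Primary human leukocytes incubated 48 hr with anti-CD3 beads plus compound, without co-stimulation. Secreted IL-2 measured by HTRF (europium cryptate/d2 anti-IL-2 pair, 320 nm excitation, 665 nm emission).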
Chronic BCR inh – blocks chronic active B-cell receptor signaling | ABC-DLBCL IkBa-CBG/CBR reporter, luminescence ratio, 4 h | Potency, µM (top dose mostly 46.1 µM), for inactives: top-dose ratio change, negative = lower green/red ratio, hits mostly inhibitors | 340,000 compounds, 0.05% hits; active = well fitted inhibition curve with a large enough effect in the signal ratio, with a control signal flat, not every such curve was filed as active; inconclusive = small, poorly fitted or top-dose-only effect, or effect the other way, or a change in a side signal; the % refers to the signal ratio;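 also: potency is read from the fitted curve at half-maximal effect; plate controls were basal doxycycline-induced cells for no effect and cells given 10 µM MG132 for full effect; MG132 reads +100%, hits lower the ratio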
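TMD8 human ABC-DLBCL cells with doxycycline-inducible IκBα–green luciferase fusion and unfused red luciferase, in 0.5% FBS medium; compounds up to 46 uM, 4 h at 37C. Green/red luminescence ratio, filter-overlap corrected, fitted to concentration-response curves.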
TSG101-PTAP inh – blocks PTAP/TSG101 interaction to inhibit HIV-1 budding; Q99816; Fluorescence polarization, FITC-PTAP peptide / Tsg101 binding; Potency, µM (top dose mostly 115 µM), for the others: at the top dose activity change, negative = inhibition, usual class: inhibitors; 340,000 tested, under 10 active; active = well fitted inhibition curve with a large enough effect in the main read-out, with a control signal flat, not every such curve was filed as active; inconclusive = small, poorly fitted or top-dose-only effect, or effect the other way, or a change in a side signal; inactive = no such curve, though single readings can be large or run the other way; also: potency is read from the fitted curve at half-maximal effect; % of control where 0% means no effect
Target sequence (Q99816 whole entry, looked up): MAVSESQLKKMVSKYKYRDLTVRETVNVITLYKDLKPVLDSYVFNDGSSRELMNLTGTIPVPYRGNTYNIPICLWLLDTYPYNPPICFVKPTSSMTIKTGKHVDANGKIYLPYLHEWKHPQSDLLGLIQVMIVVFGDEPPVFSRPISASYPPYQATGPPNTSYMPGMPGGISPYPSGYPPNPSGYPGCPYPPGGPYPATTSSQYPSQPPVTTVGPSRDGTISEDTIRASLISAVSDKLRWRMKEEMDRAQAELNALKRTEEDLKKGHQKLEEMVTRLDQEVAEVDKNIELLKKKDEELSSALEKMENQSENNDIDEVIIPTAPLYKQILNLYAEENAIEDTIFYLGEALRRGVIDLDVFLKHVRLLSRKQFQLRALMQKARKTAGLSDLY
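Compounds were pin-transferred onto Tsg101 binding domain (10 uM final) in HEPES pH 7.5 buffer, then FITC-PTAP peptide was added at 50 nM final. After 20 min at RT, polarization reported peptide displacement across a qHTS concentration series.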
Eya2 phos inh – blocks the phosphatase activity of human Eya2 | O00167 | recombinant Eya2, OMFP fluorescence dephosphorylation (OMFP is methylfluorescein phosphate) | Potency, µM (doses to about 76.9 µM), inactives show at the top dose activity, negative = inhibition, most hits filed as inhibitors | 330,000 compounds, 0.006% hits | AID 488837; also: potency is read from the fitted curve at half-maximal effect; % is scaled to controls: 0 for no effect and ±100 for the full control effect
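Eya2 protein (added as 0.2 uM solution) was preincubated with compound for 10 min at ambient temperature in 50 mM HEPES pH 7.5, 50 mM NaCl, 5 uM MgCl2, 0.05% BSA, 1 mM DTT. OMFP (added at 50 uM) then reacted 10 min; fluorescence read at 485/525 nm.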
A-T KAP1 phos – candidate therapy for ataxia-telangiectasia | […] A-T fibroblasts, KAP-1 phosphorylation AlphaLISA; neocarzinostatin DNA damage 30 min before lysis | Potency, µM (highest dose often 57.5 µM), for the others: at the highest dose activation, most hits filed as activators | AID 485349 | 320,000 compounds, 0.19% hits; also: potency is read from the fitted curve at half-maximal effect; % of control where 0% means no effect; nearly all actives have a fitted effect of over 45% in size
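hTERT-immortalized A-T patient fibroblasts ([…]), 500 cells/well in OPTI-MEM, 1% FBS, got compounds for 60 min, then NCS for 30 min at 37C. Lysates were then assayed for phospho-KAP-1 by AlphaLISA (anti-pKAP1 donor, anti-KAP1 acceptor beads), 6 hr at 25C.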
Active calls of the source: *; ? = inconclusive; nt = not tested or not shown; [ ] = remark or other dose. Unless noted, calls follow the shape of the dose curve; as a rule, active = well fitted curve in the direction sought with a large enough effect; inconclusive = small, poorly fitted or top-dose-only effect, or another doubt; inactive = no such curve, though single readings can be large; an effect the other way counts as inactive or inconclusive.

SMILES	Tb PFK inh	ASM inhibitor	Mito fusion act	TSHR antag	a7 integrin act	ELG1 repair inh	TCR activator	Chronic BCR inh	TSG101-PTAP inh	Eya2 phos inh	A-T KAP1 phos
CCOC(=O)c1nnc2cc(-c3ccc(Br)cc3)nn2c1C	11%	14%	2%	0	1%	?	1%	-2%	-1%	-10%	-4%
CC(C)C(=O)Nc1ccc(C(=O)NNC(=O)CCCOc2ccc(Cl)cc2Cl)cc1	-6%	-2%	0%	4	-30%	-12%	3%	13%	-6%	3%	-11%
CCCCOc1cc(NCc2ccccc2)c2ncn(C(C)C)c2c1	3%	-24%	nt	8	-43%	1%	2%	2%	-23%	-10%	0%
CCOc1cccc(C(=O)NC(=S)NCc2cccnc2)c1	0%	3%	-6%	16	25%	-15%	-10%[46.1 µM]	-13%	-2%	4%	-6%
CC1C(=O)N2CCCc3cc(S(=O)(=O)N(C)Cc4ccccc4)cc1c32 (stereo not given)	1%	-1%	-3%	0	-11%	5%	0%	-9%	2%	6%	11%
CC(O)Cc1nsc(NC(=O)c2cccs2)n1 (stereo not given)	4%	-2%	2%	7	15%	?	0%	?	-13%	-7%	6%
Cc1ccc(N(CC(=O)NCC2CCCO2)C(=O)Cn2nnc(-c3cccs3)n2)cc1 (stereo not given)	5%	2%	0%	-30	-22%	?	-1%	10%	1%	-1%	0%
Cc1ccc(OCC(=O)Nc2sc3c(c2C#N)CC(C)(C)NC3(C)C)cc1	1%	-1%	0%	-3	-19%	-14%	0%	-2%	1%	-5%	-1%[11.5 µM]
COc1cc(/C=N/NC(=O)C(=O)NCc2ccco2)cc(Br)c1O	-15%	3%	-1%	-4	7%	3%	10%	1%	-5%	5%	-14%
CCc1cc2c(=O)n(CC(=O)NCCc3ccc(OC)c(OC)c3)cnc2s1	3%	2%	19%	-6	7%	-4%	nt	?	-3%	-20%	-4%
O=S(=O)(NCCN1CCN(S(=O)(=O)c2ccccc2F)CC1)c1ccccc1F	2%	1%	nt	0	1%	-28%	2%	5%	-1%	-11%	6%
Cc1cccc(NC(=O)NC(=S)NC(=O)c2ccccc2)c1	1%	-6%	24%	-13	2%	?	3%[46.1 µM]	?	0%	3%	5%
O=C(NCCCn1ncc2ccccc21)c1cc(COc2c(F)cccc2F)on1	3%	-1%	16%	-23	21%	-15%	-4%	-1%	1%	-6%	14%
O=C(COc1ccc2c(c1)OCO2)Nc1ccc2c(c1)oc1ccccc12	2%	-1%	-3%	2	-40%	19%	-1%	9%	0%	5%	4%
COc1ccccc1NC(=O)CN1C(=O)C(C)Oc2ccccc21 (stereo not given)	3%	0%	9%	5	24%	3%	nt	-2%	-13%	-2%	?
Cc1nc2sc(C(c3ccc(F)cc3)N3CCN(C(=O)c4ccco4)CC3)c(O)n2n1 (stereo not given)	-1%	0%	2%	8	23%	5%	-4%[46.1 µM]	0%	-3%	1%	0%
COC(=O)c1ccc(NC(=O)C2CCN(C(=O)c3cc(OC)c(OC)c(OC)c3)CC2)cc1	3%	-2%	-3%	-3	7%	-15%	-6%	?	-2%	6%	nt
Cc1occc1C(=O)NNC(=O)Nc1ccc(F)cc1F	1%	5%	1%	5	-2%	-3%	4%[46.1 µM]	?	-3%	-11%	-2%
CCCCC(=O)Nc1ccc(C(=O)Nc2cccnc2)cc1	-1%	3%	0%	0	18%	19%	-1%	21%	2%	-3%	nt
CCc1ccccc1NS(=O)(=O)c1cc(C)ccc1OC	-7%	2%	-1%	1	7%	-5%	-4%	-12%	-2%	-12%	0%
Cc1ccc(NC(=O)Nn2cnnc2)c(C)c1	-8%	9%	0%	5	4%	5%	-11%	0%	0%	0%	11%
CCC1CCCCN1CC(O)Cn1c2ccccc2n2c(=O)cc(C)c(C#N)c12 (stereo not given)	0%	5%	-2%	-6	-9%	-4%	-7%[46.1 µM]	5%	-6%	2%	0%
CCN(CC(=O)Nc1ccc(NC(C)=O)cc1)C(=O)/C=C/c1cn(Cc2ccccc2)nc1-c1cccnc1	0%	1%	0%	-6	-18%	?	-2%	?	-2%	-6%	8%
CCC(C)(C)n1nnnc1C(c1ccncc1)N1CCN(c2cccc(OC)c2)CC1 (stereo not given)	0%	-4%	2%	0	9%	-14%	nt	2%	-6%	-13%	0%
CCCCn1c(N)c(N(CC(C)C)C(=O)CCNC(=O)c2ccc(Cl)cc2)c(=O)[nH]c1=O	-5%	4%	-4%	-1	-7%	-2%	1%	-1%	0%	-26%	2%

Next compounds.
SMILES	Tb PFK inh	ASM inhibitor	Mito fusion act	TSHR antag	a7 integrin act	ELG1 repair inh	TCR activator	Chronic BCR inh	TSG101-PTAP inh	Eya2 phos inh	A-T KAP1 phos
CCNC(C(=O)c1c[nH]c2c(CC)cccc12)c1ccccc1 (stereo not given)	-2%	-2%	-15%	1	-35%	23%	3%	?	0%	-6%	-5%
Cc1ccc(-c2nc(CS(=O)(=O)CC(=O)NC3CCCCC3C)c(C)o2)cc1 (stereo not given)	0%	-2%	-3%	0	0%	2%	0%	-1%	-2%	7%	11%
CC(C)Cn1c(N)c(C(=O)COC(=O)c2cc(S(=O)(=O)N3CCOCC3)ccc2Br)c(=O)n(C)c1=O	-1%	-3%	nt	-26	-15%	?	-8%	-7%	1%	5%	13%
CCn1c(C)nc2c(C)[n+](CC(=O)c3ccc(Br)cc3)ccc21	-1%	-2%	2%	7	57%	?	nt	?	1%	-4%	-1%
CCCCN(C(=O)c1c(CC)noc1C)c1c(N)n(CC(C)C)c(=O)[nH]c1=O	-2%	1%	-2%	4	-11%	3%	-5%	3%	0%	10%	4%
Cc1ccc(-n2nc3c(=O)n(C(C)C(=O)NC4CC4)nc(C)c3c2C)cc1 (stereo not given)	-18%	-2%	nt	-114*	20%	-21%	-1%	2%	-2%	15%	30%
CC(C)c1ccc(NC(=O)Nc2cnccn2)cc1	-3%	0%	-2%	18	2%	?	5%	?	-1%	3%	-7%
O=C(C[n+]1ccc(C(=O)N/N=C/c2ccc(OCc3ccccc3)cc2)cc1)c1ccccc1	2%	-8%	2%	26	14%	?	6%	19%	-7%	-1%	0%
COC(=O)c1ccc(Cl)c(S(=O)(=O)N2CCCC2)c1	1%	-1%	-1%	29	?	25%	-2%	-4%	-3%	-21%	-1%
Cc1nn(CCOc2ccccc2)c(=O)n1-c1ccccc1	10%	-1%	0%	0	-4%	?	2%	6%	-4%	3%	-1%
Nc1c(C(=O)c2ccc(Cl)cc2)sc2c1c(=O)[nH]c(=O)n2-c1ccccc1	9%	-16%	11%	-24	11%	?	0%[46.1 µM]	3%	3%	-15%	4%
CCCCn1c(N)c(N(CCOC)C(=O)c2cnc(C)cn2)c(=O)[nH]c1=O	-5%	8%	-5%	7	0%	7%	0%	-1%	-3%	19%	-3%
Cc1ccc(NC(=O)C2CCN(S(=O)(=O)c3cccc(C(F)(F)F)c3)CC2)nc1	2%	nt	3%	nt	6%	4%	5%	1%	-1%	-6%	-4%
CCC(c1nnnn1CS(=O)(=O)c1ccc(C)cc1)N1CCC(C(N)=O)CC1 (stereo not given)	4%	4%	4%	-26	-7%	6%	-15%	4%	-8%	1%	16%
Cc1cccc(NC(=O)CCNS(=O)(=O)c2cccc3nonc23)c1C	2%	0%	?	1	-10%	-7%	-2%	-9%	-3%	9%	-2%
Cc1ccc(NC(=O)COc2coc(CN3CCN(c4ccccc4)CC3)cc2=O)cc1	-6%	-2%	3%	-11	-29%	-8%	-1%	-6%	0%	6%	4%
COc1ccc2c(c1)c(C(=O)N/N=C/c1ccc(O)c(O)c1)c(C)n2C	?	50%[activator]	-3%	-6	-4%	-18%	-1%[46.1 µM]	?	-5%	1%	-3%
Cc1cc(NS(=O)(=O)c2ccc(NC(=S)NC(=O)c3ccc(Cl)cc3Cl)cc2)no1	nt	-20%	0%	nt	7%	nt	9%	nt	-1%	nt	nt
Cc1cc(-c2n[nH]c(=S)n2Cc2ccccc2)cs1	-4%	-4%	26%	-9	-11%	-4%	-1%[46.1 µM]	0%	0%	7%	3%
CCOC(=O)N1CCN(C(=O)CNS(=O)(=O)c2c(C)cc(C)cc2C)CC1	2%	0%	1%	3	-40%	-2%	14%	7%	-7%	-2%	-4%

This is a random part of the collection (roughly 3.2% active in at least one column).
